STEP block = STEP (human) phosphatase inhibition; P54829; recombinant STEP, OMFP fluorogenic substrate, fluorescence; inhibition, % at 20 µM; hit rate 0.25% among 360,000; AID 588621;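 active means inhibition at 20 µM, scaled per plate between control wells, above about 37%, limit read from the data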;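 further: 0% = DMSO with enzyme and substrate and 100% = substrate only without enzyme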
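Also added – OMFP at 25 µM · Test system – STEP tyrosine phosphatase · Technique – FITC-channel fluorescence of OMFP product · Schedule – 20 min at room temperature, dark · Evaluation – control-normalized % inhibition with plate pattern correction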
SUMO1-SIM PPI = modulators of human SUMO1-mediated protein-protein interactions; inhibition, % at 20 µM; SUMO1 binding to a labelled peptide, TR-FRET, 1 h; P63165; AID 602429; hit rate 0.33% among 360,000; in the data active means inhibition above about 37%
Target sequence (P63165 whole entry, looked up): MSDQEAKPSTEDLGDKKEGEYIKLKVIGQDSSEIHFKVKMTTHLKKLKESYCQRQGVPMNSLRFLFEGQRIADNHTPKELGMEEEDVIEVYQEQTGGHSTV
LMPTP inh = blocks human LMPTP phosphatase. inhibition, % at 20 µM. recombinant LMPTP-A, OMFP fluorogenic substrate, fluorescence intensity. hit rate 0.22% among 360,000. P24666;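 active means compounds that cut the enzyme signal by at least half of the control window in the single-dose screen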;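 further: plate controls were DMSO wells with enzyme plus substrate for no effect and substrate without enzyme for full effect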
Target sequence (P24666 whole entry, looked up): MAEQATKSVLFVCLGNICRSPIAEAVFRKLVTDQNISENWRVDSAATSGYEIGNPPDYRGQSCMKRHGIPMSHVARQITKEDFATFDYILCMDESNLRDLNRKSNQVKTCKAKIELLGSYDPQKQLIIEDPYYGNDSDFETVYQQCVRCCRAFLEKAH
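Material: LMPTP-A; amount: 0.625 nM enzyme; doses: single 20 µM dose; times: reaction 50 min, room temperature, dark; technique: fluorescence intensity of OMFP turnover product; benchmarks: no-enzyme and uninhibited controls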
NadD block = blocks S. aureus nicotinate mononucleotide adenylyltransferase. inhibition, % at 20 µM. purified NadD enzyme, colorimetric absorbance read-out. hit rate 0.78% among 360,000; in the data active means inhibition above about 26%; further: some compounds past the cut are filed as inactive
Scp-1 inhibitor = Scp-1 (human) phosphatase inhibition. Recombinant Scp1, phosphopeptide, malachite green phosphate absorbance. inhibition, % at 20 µM. hit rate 0.88% among 340,000;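 active means inhibition above about 50% at 20 µM, limit read from the data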;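 further: plate controls were DMSO wells with enzyme for no effect and wells lacking enzyme for full effect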
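assay system = SCP-1 phosphatase catalytic domain, residues 76-261 | buffer or medium = 50 mM Tris acetate pH 5.5, 0.005% Tween-20, 10 mM MgCl2 | incubation = enzyme reaction 45 min at room temperature, colour 5 min, stabilisation 30 min | signal = Phosphate-binding colour reagent, absorbance read at 630 nm | measure = % inhibition at 20 µM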
CSN inh = blocks human CSN-mediated cullin deneddylation; inhibition, % at 12.5 µM; Purified CSN, SCF-Nedd8-OG deneddylation, fluorescence polarization; AID 651999; hit rate 0.38% among 360,000;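 active means pattern-corrected inhibition above about 35%, with an unprinted fluorescence ratio check between 0.5 and 1.5, limit read from the data, passing the limit was not always enough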;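 further: 0% = enzyme with substrate and 100% = substrate without enzyme; some results filed as inactive read as strong as hits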
Target sequence (Q92905 whole entry, looked up, one chain of several): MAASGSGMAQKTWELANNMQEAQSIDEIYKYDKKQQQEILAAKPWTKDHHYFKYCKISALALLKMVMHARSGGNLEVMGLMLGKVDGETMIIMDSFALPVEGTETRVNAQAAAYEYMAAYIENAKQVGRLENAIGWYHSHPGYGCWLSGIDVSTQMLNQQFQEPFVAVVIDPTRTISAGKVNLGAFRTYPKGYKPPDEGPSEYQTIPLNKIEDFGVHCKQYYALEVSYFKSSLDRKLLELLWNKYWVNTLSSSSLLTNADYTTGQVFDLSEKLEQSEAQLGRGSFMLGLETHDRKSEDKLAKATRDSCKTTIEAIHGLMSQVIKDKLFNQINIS
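Assay system: purified human Csn5 enzyme expressed in HEK293T cells; measure: % inhibition; also added: SCFSkp2-Nedd8OG substrate at 10 nM final; technique: fluorescence polarization; times: reaction 90 min, room temperature; medium: Tris buffer pH 7.5, NaCl, DTT, Tween-20, trehalose, ovalbumin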
DNMT1 block = DNMT1 (human) enzyme inhibition. P26358. hit rate 0.83% among 360,000. inhibition (reported as % activation of signal), % at 10 µM. DNMT1 molecular beacon, Hinp1I cleavage, fluorescence; in the data active means inhibition above about 50%
TbMetRS inhib = blocks T. brucei methionyl-tRNA synthetase activity; purified T. brucei MetRS, ATP depletion, Kinase-Glo luminescence; inhibition, % at 11.9 µM; hit rate 0.4% among 360,000;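 active means inhibition above a per-plate cutoff of the control wells' mean inhibition plus 3 SD, cut at about 5.5% in these data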;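 further: 0% = DMSO wells median and 100% = median of wells with control inhibitor compound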
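Material: parasite MetRS enzyme / Replication: singlicate, one well per compound / Signal: luminescence of leftover ATP / Schedule: 2 h aminoacylation at 25 °C after 15 min preincubation / Medium: HEPES-MgCl2-KCl buffer plus DTT, spermine, BSA, pyrophosphatase / Doses: 11.9 µM single point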
Rpn11 block = inhibitors of human proteasome Rpn11 | human 26S proteasome, Ub4-pepOG fluorescence polarization; 20S core pre-blocked with epoxomicin | calls only at 20 µM | hit rate 0.59% among 360,000 | O00487 | AID 588493;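 active means inhibition at 20 µM, scaled to each plate's controls, above about 33%, limit read from the data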
Target sequence (O00487 whole entry, looked up): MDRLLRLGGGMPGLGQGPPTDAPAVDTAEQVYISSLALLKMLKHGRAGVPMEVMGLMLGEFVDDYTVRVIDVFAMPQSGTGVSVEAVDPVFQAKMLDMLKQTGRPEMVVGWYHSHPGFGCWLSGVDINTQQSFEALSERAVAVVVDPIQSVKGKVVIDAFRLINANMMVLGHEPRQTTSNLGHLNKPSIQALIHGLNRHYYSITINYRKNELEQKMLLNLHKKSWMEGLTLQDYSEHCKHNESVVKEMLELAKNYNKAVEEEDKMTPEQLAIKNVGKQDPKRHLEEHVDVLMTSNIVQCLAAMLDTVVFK
MsrA inh = bovine MsrA inhibition; inhibition, % at 15.5 µM; hit rate 0.75% among 360,000; purified bovine MsrA, absorbance read-out; in the data active means inhibition above about 4.5%;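 further: 0% = vehicle wells with enzyme and 100% = reference inhibitor wells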
* marks the source's active call; other numbers are inactive results; i = inactive; . = no result given; + = active, no number.

entry	compound	CSN inh	MsrA inh	Rpn11 block	SUMO1-SIM PPI	LMPTP inh
1	Fc1cccc(CNc2ncnc3ccc(-c4ccc5c(c4)OCO5)cc23)c1	7	1.5	i	8	3.2
2	CCCCNC(=O)C(NS(=O)(=O)c1cccc2nsnc12)c1ccccc1 (stereo not drawn)	2	0.4	i	-19	-1.2
3	O=C(NC1CCCC1)C(c1ccsc1)N(C(=O)Cc1cccs1)c1ccccc1 (stereo not drawn)	3	0.0	i	-2	-1.1
4	COc1cc(/C=C2\SC(=S)N(NS(=O)(=O)c3ccc(C)cc3)C2=O)cc(OC)c1OC	1	-0.5	i	-5	-0.2
5	CC(=O)N/C(=C\c1ccccc1)C(=O)OCC(=O)Nc1ccc(C)c(S(=O)(=O)N(C)C)c1	3	-1.0	i	4	-0.4
6	CCN1CCN(C(=O)c2cc(COc3ccc(C(C)=O)cc3OC)on2)CC1	-3	-0.4	i	3	-2.2
7	COc1cc(C(=O)NCC(=O)N/N=C(/C)c2cccs2)cc(OC)c1OC	-2	-0.8	i	-3	-0.4
8	Cc1ccc(Nc2c(-c3ccccn3)nc3cccc(C)n23)cc1	7	2.2	i	-6	7.1

entry	DNMT1 block	STEP block	Scp-1 inhibitor	NadD block	TbMetRS inhib
1	-7	3	12	2	3.6
2	5	-3	-3	-1	-0.4
3	24	-1	-2	4	0.0
4	3	-2	0	8	0.4
5	1	-2	-8	2	-0.3
6	-1	-4	-12	-7	0.4
7	0	-1	-8	-8	-0.6
8	0	7	-14	-1	-1.0

Quoted from the listing.
no. 3 – STEP block = -1
no. 5 – TbMetRS inhib = -0.3
no. 2 – DNMT1 block = 5
no. 1 – MsrA inh = 1.5

Additional structures.
entry	compound	CSN inh	MsrA inh	Rpn11 block	SUMO1-SIM PPI	LMPTP inh
9	Cc1cccc(-c2noc(Cc3ccccc3)n2)c1	1	-0.5	i	-4	2.0
10	CC(=O)c1ccc(N2CCN(S(=O)(=O)c3cn(C)cn3)CC2)cc1	0	2.8	i	-1	-0.6
11	COc1ccccc1CNS(=O)(=O)c1cc2c3c(c1)CCC(=O)N3CCC2	2	0.9	i	2	-1.5
12	O=C(CSc1ccc2nnc(-c3ccccn3)n2n1)Nc1ccc2c(c1)OCO2	1	-0.7	i	-3	1.6
13	C=C[C@@H]1c2c(F)cccc2N(S(=O)(=O)c2ccc(C)cc2)[C@H](c2ccc(C(=O)OC)cc2)C1(C#N)C#N	1	-0.3	i	2	0.4
14	O=C(Nc1cccc(Cl)c1)Nc1nnc(CC2=CCCCC2)s1	1	-0.7	i	6	0.4
15	CCNC(=O)CP(=O)(c1ccccc1)c1ccccc1	-1	-1.1	i	-1	-1.0
16	O=C(CSc1n[nH]c(-c2ccco2)n1)Nc1ccc(F)cc1	0	0.5	i	0	-1.9

entry	DNMT1 block	STEP block	Scp-1 inhibitor	NadD block	TbMetRS inhib
9	3	2	-3	-6	-1.0
10	4	0	-4	-3	-0.3
11	1	0	-9	-7	-0.6
12	0	-3	0	7	0.7
13	-3	4	-8	16	0.3
14	-1	2	-6	5	-0.1
15	3	2	-1	-4	1.2
16	-2	-2	-3	5	0.1

Of the compounds above, 6 contain four or more nitrogen atoms.
entry	compound	CSN inh	MsrA inh	Rpn11 block	SUMO1-SIM PPI	LMPTP inh
2	CCCCNC(=O)C(NS(=O)(=O)c1cccc2nsnc12)c1ccccc1 (stereo not drawn)	2	0.4	i	-19	-1.2
8	Cc1ccc(Nc2c(-c3ccccn3)nc3cccc(C)n23)cc1	7	2.2	i	-6	7.1
10	CC(=O)c1ccc(N2CCN(S(=O)(=O)c3cn(C)cn3)CC2)cc1	0	2.8	i	-1	-0.6
12	O=C(CSc1ccc2nnc(-c3ccccn3)n2n1)Nc1ccc2c(c1)OCO2	1	-0.7	i	-3	1.6
14	O=C(Nc1cccc(Cl)c1)Nc1nnc(CC2=CCCCC2)s1	1	-0.7	i	6	0.4
16	O=C(CSc1n[nH]c(-c2ccco2)n1)Nc1ccc(F)cc1	0	0.5	i	0	-1.9

entry	DNMT1 block	STEP block	Scp-1 inhibitor	NadD block	TbMetRS inhib
2	5	-3	-3	-1	-0.4
8	0	7	-14	-1	-1.0
10	4	0	-4	-3	-0.3
12	0	-3	0	7	0.7
14	-1	2	-6	5	-0.1
16	-2	-2	-3	5	0.1

Remaining list, next part:
entry	compound	CSN inh	MsrA inh	Rpn11 block	SUMO1-SIM PPI	LMPTP inh
17	CC(C)CCN1CCN(Cc2cccc3cccnc23)CC1CCO (stereo not drawn)	4	-0.7	i	-3	1.7
18	O=C(/C=C/c1ccc(Cl)cc1)c1ccc([N+](=O)[O-])o1	14	0.2	i	-21	2.4
19	CCc1ccc(C2C(C#N)=C(N)N(N(C)C)C3=C2C(=O)CCC3)s1 (stereo not drawn)	-4	0.1	i	0	-0.7
20	O=C(CSc1ccc(-c2ccc(F)cc2)nn1)NCC1CCCO1 (stereo not drawn)	3	-0.9	i	7	-1.3
21	O=C(NCc1ccc(F)cc1)Nc1ccccc1	0	-0.8	i	0	-0.3
22	CC(C)NC(=O)N(C)C[C@H]1Oc2ccc(NC(=O)Nc3ccccc3)cc2C(=O)N([C@@H](C)CO)C[C@@H]1C	-1	1.0	i	6	-0.9
23	CCc1ccccc1NC(=O)c1ccc([N+](=O)[O-])s1	5	3.3	i	-31	-0.1
24	NS(=O)(=O)c1cccc(NC(=O)COC(=O)/C=C/c2ccco2)c1	10	1.4	i	1	0.8

entry	DNMT1 block	STEP block	Scp-1 inhibitor	NadD block	TbMetRS inhib
17	0	1	-9	-6	-0.5
18	23	-1	-6	1	-0.2
19	11	2	-11	4	-0.1
20	2	-1	-4	-5	0.0
21	1	-2	-13	-9	0.3
22	1	0	-6	-3	0.7
23	-6	-2	-8	0	-0.1
24	20	1	26	6	-0.1

Next section.
entry	compound	CSN inh	MsrA inh	Rpn11 block	SUMO1-SIM PPI	LMPTP inh
25	COc1ccc(CC(=O)Nc2nc(OCCN3CCCC3=O)cnc2-c2cccc(C(F)(F)F)c2)cc1	1	1.0	i	2	-1.7
26	CC1CCCCN1CCn1cnc2c([nH]c3ccccc32)c1=O (stereo not drawn)	-4	0.1	i	5	-0.3
27	CCOC(=O)c1c(NC(=O)CN2C(=O)C(=O)N(CC(C)C)C2=O)sc(C)c1CC	-4	0.2	i	0	-1.3
28	C=CC[C@@H](CC(=O)N(CCO)Cc1ccccc1)C(=O)N[C@H](COC(=O)[C@@H](CC=C)CC(=O)OC(C)(C)C)Cc1ccccc1	-5	0.8	i	1	2.9
29	CCOC(=O)c1cc(NC(=O)NC2CCCCC2)c(C)nc1C	-1	0.5	i	-2	-1.3
30	CC(=O)Nc1ccc(OCC(=O)Nc2ccc(Cl)c(S(=O)(=O)N3CCOCC3)c2)cc1	-5	-0.2	i	5	-1.4
31	Cc1c(C(=O)NCCC2=CCCCC2)oc2ccc(S(=O)(=O)N3CCC4(CC3)OCCO4)cc12	-1	-0.8	i	3	3.3
32	COc1ccccc1CC(NC(C)=O)C(=O)NC1CCN(C(=O)Nc2ccccc2C)CC1 (stereo not drawn)	3	0.6	i	5	0.2

entry	DNMT1 block	STEP block	Scp-1 inhibitor	NadD block	TbMetRS inhib
25	-1	2	.	-3	0.0
26	0	0	-3	-1	0.8
27	1	0	-8	-5	-0.2
28	-7	-2	-17	-1	1.2
29	1	-1	-4	-4	-0.2
30	-2	-2	.	-5	0.1
31	-9	5	-7	-2	-0.9
32	0	-2	-2	-2	-0.5

Other structures follow:
entry	compound	CSN inh	MsrA inh	Rpn11 block	SUMO1-SIM PPI	LMPTP inh
33	CC[C@@]1(C(=O)OC)N[C@H](CN(C)C(C)=O)[C@@H]2C(=O)N(Cc3ccccc3)C(=O)[C@@H]21	0	0.3	i	3	-2.8
34	CCCn1c(N)c(N(CCOC)C(=O)CSc2cc(C)c3ccccc3n2)c(=O)[nH]c1=O	0	0.8	i	-1	-0.9
35	COc1cc2nc(CN3C(=O)c4ccccc4C3=O)oc(=O)c2cc1OC	-2	0.2	i	-2	-0.5
36	COc1ccc(NS(=O)(=O)c2ccc(NC(C)=O)cc2)cc1OC	5	0.4	i	4	-0.6
37	Cc1ccc(OCC(=O)NNC(=O)c2ccco2)c(C)c1	6	1.2	i	1	-1.1
38	CN1/C(=C/C(=S)NC(=O)C2CCC2)C(C)(C)c2ccccc21	5	0.3	+	-19	1.6
39	CCCCCn1c(C(C)NC(=O)CCC)nc2ccccc21 (stereo not drawn)	2	0.0	i	3	-0.1
40	S=C(NCCc1ccccc1)N1CCC2CC1c1c(Cl)cccc12 (stereo not drawn)	4	1.1	i	0	2.2

entry	DNMT1 block	STEP block	Scp-1 inhibitor	NadD block	TbMetRS inhib
33	1	-3	4	0	-1.0
34	1	-1	-3	3	-0.2
35	0	0	3	-3	0.9
36	3	-2	-9	2	-0.2
37	0	-2	-5	-3	-0.7
38	-1	1	-12	4	0.1
39	2	0	4	0	-0.3
40	-5	1	.	-8	0.3

(further entries)
entry	compound	CSN inh	MsrA inh	Rpn11 block	SUMO1-SIM PPI	LMPTP inh
41	Nc1ncnc2c1ncn2C1CCCC(CO)O1 (stereo not drawn)	2	-0.3	i	5	-1.5
42	CN(C)Cc1c(C(=O)N/N=C/c2cccc(OCc3ccccc3)c2)nnn1-c1nonc1N	-5	-0.6	i	1	3.1
43	O=C(NCc1ccccc1)c1cc(C2CCCN(C(=O)CCc3ccccc3)C2)on1 (stereo not drawn)	2	1.5	i	0	-0.5
44	Cc1ccccc1OCC(=O)OCC(=O)NCc1cccs1	-4	0.4	i	5	-0.2
45	O=C(Nc1ccccc1)c1nccn1Cc1ccc(F)cc1	-3	-0.7	i	0	0.2
46	COC(=O)c1ccccc1OC(=O)c1cccnc1	0	0.6	i	-3	-1.6
47	O=C(O)c1ccc(CNCc2ccc(Cl)cc2)cc1	-2	0.1	i	-3	-2.6
48	COc1cc(NC(=O)C2(C)CCCN(C(C)C)C2)cc(OC)c1OC (stereo not drawn)	-1	0.0	i	-4	-1.6
49	CCC(=O)N1CCc2cc(S(=O)(=O)CCC(=O)NCCC3=CCCCC3)ccc21	3	0.7	i	-1	-0.4
50	COc1ccc(C(CNC(=O)c2cc(C)on2)N(C)C)cc1 (stereo not drawn)	2	-1.9	i	1	-0.7
51	O=C(NC1CCCc2c1cnn2-c1ccccc1F)c1ccncc1 (stereo not drawn)	0	-0.1	i	5	-2.4

entry	DNMT1 block	STEP block	Scp-1 inhibitor	NadD block	TbMetRS inhib
41	80*	0	-8	1	-0.3
42	-4	0	-5	10	0.1
43	2	-1	.	5	0.5
44	-1	-2	-12	0	0.0
45	6	0	4	1	-1.2
46	1	-1	0	10	-0.7
47	1	-2	1	3	0.1
48	2	-3	.	-1	0.6
49	1	-1	3	-3	-0.9
50	1	-2	1	-4	-1.9
51	6	1	.	1	0.7
